LMPTP block = blocks human LMPTP phosphatase; recombinant LMPTP-A, OMFP fluorogenic substrate, fluorescence intensity; inhibition, % at 20 µM; 360,000 compounds, 0.22% hits;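 active = compounds that cut the enzyme signal by at least half of the control window in the single-dose screen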;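 also: plate controls were DMSO wells with enzyme plus substrate for no effect and substrate without enzyme for full effect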
Target sequence (P24666 whole entry, looked up): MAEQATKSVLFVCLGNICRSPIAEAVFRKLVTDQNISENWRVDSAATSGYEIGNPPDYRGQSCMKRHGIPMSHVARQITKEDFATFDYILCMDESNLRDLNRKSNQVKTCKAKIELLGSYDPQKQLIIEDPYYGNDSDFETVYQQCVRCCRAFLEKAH
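material = LMPTP-A | quantity = 0.625 nM enzyme | reagent = OMFP substrate, 400 µM final | buffer or medium = Bis-Tris pH 6.0, DTT, detergent | detection = endpoint fluorescence intensity from OMFP dephosphorylation | dosing = single 20 µM dose | read-out basis = % inhibition relative to no-enzyme and uninhibited control wells | control set = no-enzyme and uninhibited controls | timing = 50 min at room temperature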
NadD inh = NadD (S. aureus) enzyme inhibition. purified NadD enzyme, colorimetric absorbance read-out. inhibition, % at 20 µM. 360,000 compounds, 0.78% hits. AID 602399; in the data active = inhibition above about 26%; also: some compounds past the cut are filed as inactive
Neddylation inh = blocks human cullin neddylation. P61081+Q13564. TR-FRET cullin neddylation, biochemical. calls only at 25 µM. 360,000 compounds, 0.58% hits. AID 651699; in the data active = inhibition above about 36%
Scp1 inh = blocks human Scp-1 phosphatase activity | Q9GZU7 | Recombinant Scp1, phosphopeptide, malachite green phosphate absorbance | inhibition, % at 20 µM | 340,000 compounds, 0.88% hits | AID 493091;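 active = inhibition above about 50% at 20 µM, limit read from the data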;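 also: plate controls were DMSO wells with enzyme for no effect and wells lacking enzyme for full effect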
Target sequence (Q9GZU7 76-261 limits assumed): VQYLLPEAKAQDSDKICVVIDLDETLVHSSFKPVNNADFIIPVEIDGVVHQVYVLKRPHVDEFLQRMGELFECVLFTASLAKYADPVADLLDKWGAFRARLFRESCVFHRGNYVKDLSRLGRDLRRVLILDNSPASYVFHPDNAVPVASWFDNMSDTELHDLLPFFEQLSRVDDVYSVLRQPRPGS
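Incubation: 45 min enzyme reaction at room temperature / System: truncated SCP-1 phosphatase (76-261aa) / Reagent: Phospho 17-mer peptide substrate / Buffer or medium: Acidic Tris acetate buffer with magnesium and detergent / Signal: absorbance at 630 nm / Doses: one concentration, 20 µM, with 1.0% DMSO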
SUMO1 PPI mod = SUMO1-SIM interaction modulation | P63165 | SUMO1 binding to a labelled peptide, TR-FRET, 1 h | inhibition, % at 20 µM | 360,000 compounds, 0.33% hits; in the data active = inhibition above about 37%
Target sequence (P63165 whole entry, looked up): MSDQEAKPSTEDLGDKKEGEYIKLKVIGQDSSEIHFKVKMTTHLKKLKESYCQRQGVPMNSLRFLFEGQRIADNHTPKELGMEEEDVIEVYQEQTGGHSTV
STEP block = blocks human striatal-enriched tyrosine phosphatase; P54829; inhibition, % at 20 µM; 360,000 compounds, 0.25% hits; recombinant STEP, OMFP fluorogenic substrate, fluorescence;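 active = inhibition at 20 µM, scaled per plate between control wells, above about 37%, limit read from the data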;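 also: 0% = DMSO with enzyme and substrate and 100% = substrate only without enzyme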
Target sequence (P54829 whole entry, looked up): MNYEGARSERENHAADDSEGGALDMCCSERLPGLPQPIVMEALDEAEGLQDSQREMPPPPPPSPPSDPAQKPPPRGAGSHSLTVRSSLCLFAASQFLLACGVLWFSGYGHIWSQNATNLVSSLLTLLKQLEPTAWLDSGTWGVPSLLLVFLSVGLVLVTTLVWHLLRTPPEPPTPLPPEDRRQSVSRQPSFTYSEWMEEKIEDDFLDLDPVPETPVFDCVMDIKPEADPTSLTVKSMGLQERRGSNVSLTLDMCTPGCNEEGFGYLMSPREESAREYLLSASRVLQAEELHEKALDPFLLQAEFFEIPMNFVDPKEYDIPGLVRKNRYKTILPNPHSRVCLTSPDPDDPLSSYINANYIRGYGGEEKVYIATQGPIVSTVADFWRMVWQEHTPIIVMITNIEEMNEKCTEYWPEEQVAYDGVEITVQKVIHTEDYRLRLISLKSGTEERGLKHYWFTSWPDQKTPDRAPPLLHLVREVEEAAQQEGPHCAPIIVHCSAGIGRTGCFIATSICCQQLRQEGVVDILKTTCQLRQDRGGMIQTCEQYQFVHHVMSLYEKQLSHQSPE
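Measure: Control-normalized % inhibition with plate pattern correction | Test system: STEP phosphatase, cell-free reaction | Medium: pH 6.0 Bis-Tris with DTT and Tween 20 | Technique: Fluorescence, 480/540 nm | Times: Reaction 20 min, ambient temperature | Doses: Single compound dose of 20 µM, 1% DMSO final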
SKN-1 block = inhibitors of C. elegans SKN-1; C. elegans VP596 Pgst-4::GFP/RFP ratio, acrylamide-induced, 24 h; inhibition, % at 21.8 µM; 360,000 compounds, 0.49% hits; AID 624304;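 active = interference check ratio from 0.5 to 1.5 plus GFP to RFP signal ratio inhibition reaching or exceeding a fixed threshold, cut at about 30% in these data, passing the limit was not always enough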; also: some compounds called inactive have numbers as strong as hits
DNMT1 block = DNMT1 (human) enzyme inhibition. inhibition (reported as % activation of signal), % at 10 µM. 360,000 compounds, 0.83% hits. DNMT1 molecular beacon, Hinp1I cleavage, fluorescence; in the data active = inhibition above about 50%
Tb MetRS inh = Trypanosoma brucei MetRS inhibition; purified T. brucei MetRS, ATP depletion, Kinase-Glo luminescence; inhibition, % at 11.9 µM; 360,000 compounds, 0.4% hits; AID 624268;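 active = inhibition above a per-plate cutoff of the control wells' mean inhibition plus 3 SD, cut at about 5.5% in these data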;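 also: 0% = DMSO wells median and 100% = median of wells with control inhibitor compound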
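Measured by: Kinase-Glo luciferase luminescence reporting remaining unconsumed ATP. Material: purified T. brucei MetRS enzyme. Doses: 11.9 µM compound single dose, 0.9% DMSO. Medium: HEPES buffer containing pyrophosphatase, BSA, spermine, DTT. Times: 15 min preincubation, 2 h reaction, all 25 °C. Reagent: methionine, ATP and bulk E. coli tRNA.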
NRP1-CendR mod = alters CendR peptide binding to human NRP-1; O14786; FAM-RPARPAR peptide binding to NRP-1, fluorescence polarization; inhibition, % at 25 µM; 360,000 compounds, 0.85% hits;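 active = inhibition or corrected inhibition above about 18%, plus a signal ratio from 0.5 to 1.5, limit read from the data, passing the limit was not always enough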; also: strong numbers were not always called active
An asterisk follows results filed as active; i = inactive; / = not tested or not shown.

SMILES	LMPTP block	NadD inh	Neddylation inh	Scp1 inh	SUMO1 PPI mod	STEP block	SKN-1 block	DNMT1 block	Tb MetRS inh	NRP1-CendR mod
CCOC(=O)C(NC(C)=O)(Nc1ccc(S(=O)(=O)Nc2ncccn2)cc1)C(F)(F)F (centres undefined)	-1.3	4.8	i	-4.9	3.1	-0.9	-3.0	1.2	0.5	-0.9
CNc1nc(Cl)nc(Nc2ccccc2)n1	0.7	-9.0	i	-4.6	14.0	-4.0	1.5	5.2	-0.8	-4.7
NC(=O)c1ccccc1OCCOCCOCCOc1ccccc1C(N)=O	-1.7	-1.2	i	-2.7	2.7	0.3	5.6	1.3	-0.7	-6.0
COc1cccc(NC(=O)c2ccccc2F)c1	0.1	3.1	i	-3.5	4.5	2.7	2.4	4.5	-0.3	3.1
O=C(CCS(=O)(=O)c1ccc(Cl)cc1)N1CCN(c2ccc(F)cc2)CC1	0.3	-1.7	i	19.7	1.1	-2.4	2.4	1.2	-0.5	1.1
COc1ccc(NC(=O)C2Cc3c(-c4ccc5c(c4)OCO5)ccnc3O2)cc1OC (centres undefined)	0.5	0.5	/	/	8.3	0.5	5.2	-0.4	-0.2	4.0
N/C(Cc1ccc([N+](=O)[O-])cc1)=N\OC(=O)c1cccc(Br)c1	0.7	-2.2	i	-4.7	-9.8	-2.8	8.6	-2.7	1.9	-2.5
CC(=O)N1CCN(C23CC4CC(CC(C4)C2)C3)CC1	-1.6	-3.1	i	-7.3	1.8	-0.5	16.2	0.2	0.3	0.8
O=C(NNC(=O)C1CC=CCC1C(=O)O)c1cccs1 (centres undefined)	-1.1	-0.7	i	-4.9	-2.1	-0.6	-16.0	0.4	1.1	7.8
CCOC(=O)C(C)n1cnc2sc(C)c(C)c2c1=O (centres undefined)	0.9	-1.3	i	-9.2	4.0	-1.9	28.3	-1.6	-0.8	-15.8
COc1cccc(C(=O)NNC2=C(C(=O)C(F)(F)F)CCC2)c1	-1.6	0.8	i	-12.5	-1.0	10.4	25.1	-3.5	0.6	-22.0
O=C(c1cccc([N+](=O)[O-])c1)c1cc2ccccc2o1	-0.1	-5.9	i	-7.8	-24.5	-1.6	-0.4	-7.4	0.0	-7.5
CCC(Nc1nc(-c2ccccc2)nc2ccccc12)C(=O)O (centres undefined)	11.0	-1.9	i	-2.0	0.3	-2.7	10.1	0.9	0.2	6.3
Cc1c(Cl)cccc1NC(=S)NC1CC1	-1.0	0.4	i	-7.1	3.6	2.7	-10.5	-4.7	0.3	-10.4
CCc1ccc2nc(N)sc2c1	0.1	-7.9	i	4.7	1.4	-2.0	1.2	-1.2	-0.1	5.6
N#CCN1C(=O)C(=O)N(Cc2cccc(C(F)(F)F)c2)C1=O	-1.7	3.4	i	-5.7	0.8	1.0	8.7	-0.5	-0.5	9.3
CCOC(=O)C1(CCOC)CCN(Cc2ccc(C(=O)OC)cc2)CC1	0.1	-0.2	i	-3.1	25.3	0.3	15.0	-6.2	0.1	5.9
CCOc1ccc(N(Cc2cc3cc(C)ccc3[nH]c2=O)S(=O)(=O)c2ccccc2)cc1	2.9	11.1	i	-4.8	-6.1	-4.0	-0.9	-3.5	-0.1	-3.6
CCC(C)COC(=O)c1ccc(C(=O)O)cc1 (centres undefined)	-2.1	-7.7	i	-4.8	2.0	1.3	-32.4	2.9	-1.3	0.4
CN(CC(=O)Nc1ccc(F)cc1)C(=O)c1ccc(OCc2ccccc2)cc1	0.8	-6.7	i	15.6	12.8	-0.4	7.9	9.6	-0.5	8.9
COc1ccc(-n2c(SCC(=O)Nc3ccc(C(N)=O)cc3)nc3ccccc3c2=O)cc1OC	0.6	7.1	i	-3.0	21.0	4.4	-6.9	-3.8	-0.2	6.0
Cc1ccc(OC2CCN(C(=O)[C@H]3O[C@@H](n4cnc5c(N)ncnc54)[C@H](O)[C@@H]3O)CC2)cc1	-0.7	-2.2	i	/	-2.0	0.1	7.5	4.8	-0.4	11.9
Cc1cc(NC2C3CC4CC(C3)CC2C4)n2nnnc2n1 (centres undefined)	-1.9	-2.8	i	0.2	3.8	-2.0	4.4	5.1	-1.1	0.1
CC(NC(=O)c1ccc(F)cc1)c1nc2ccccc2n1Cc1ccccc1F (centres undefined)	1.6	8.9	i	2.4	-3.2	0.8	4.9	-2.9	-0.5	-4.6
Cc1ccccc1CC1(CO)CCCN(Cc2nc(-c3cccs3)oc2C)C1 (centres undefined)	0.5	-3.7	i	-8.1	-0.8	-5.5	-9.5	-7.7	0.2	9.1

Ordered by formula weight (rising): part of the list above.
SMILES	LMPTP block	NadD inh	Neddylation inh	Scp1 inh	SUMO1 PPI mod	STEP block	SKN-1 block	DNMT1 block	Tb MetRS inh	NRP1-CendR mod
CCC(C)COC(=O)c1ccc(C(=O)O)cc1 (centres undefined)	-2.1	-7.7	i	-4.8	2.0	1.3	-32.4	2.9	-1.3	0.4
CC(=O)N1CCN(C23CC4CC(CC(C4)C2)C3)CC1	-1.6	-3.1	i	-7.3	1.8	-0.5	16.2	0.2	0.3	0.8
Cc1cc(NC2C3CC4CC(C3)CC2C4)n2nnnc2n1 (centres undefined)	-1.9	-2.8	i	0.2	3.8	-2.0	4.4	5.1	-1.1	0.1
COc1cccc(C(=O)NNC2=C(C(=O)C(F)(F)F)CCC2)c1	-1.6	0.8	i	-12.5	-1.0	10.4	25.1	-3.5	0.6	-22.0
N/C(Cc1ccc([N+](=O)[O-])cc1)=N\OC(=O)c1cccc(Br)c1	0.7	-2.2	i	-4.7	-9.8	-2.8	8.6	-2.7	1.9	-2.5
NC(=O)c1ccccc1OCCOCCOCCOc1ccccc1C(N)=O	-1.7	-1.2	i	-2.7	2.7	0.3	5.6	1.3	-0.7	-6.0
CN(CC(=O)Nc1ccc(F)cc1)C(=O)c1ccc(OCc2ccccc2)cc1	0.8	-6.7	i	15.6	12.8	-0.4	7.9	9.6	-0.5	8.9
COc1ccc(NC(=O)C2Cc3c(-c4ccc5c(c4)OCO5)ccnc3O2)cc1OC (centres undefined)	0.5	0.5	/	/	8.3	0.5	5.2	-0.4	-0.2	4.0
CCOc1ccc(N(Cc2cc3cc(C)ccc3[nH]c2=O)S(=O)(=O)c2ccccc2)cc1	2.9	11.1	i	-4.8	-6.1	-4.0	-0.9	-3.5	-0.1	-3.6
Cc1ccc(OC2CCN(C(=O)[C@H]3O[C@@H](n4cnc5c(N)ncnc54)[C@H](O)[C@@H]3O)CC2)cc1	-0.7	-2.2	i	/	-2.0	0.1	7.5	4.8	-0.4	11.9
CCOC(=O)C(NC(C)=O)(Nc1ccc(S(=O)(=O)Nc2ncccn2)cc1)C(F)(F)F (centres undefined)	-1.3	4.8	i	-4.9	3.1	-0.9	-3.0	1.2	0.5	-0.9

Other compounds
SMILES	LMPTP block	NadD inh	Neddylation inh	Scp1 inh	SUMO1 PPI mod	STEP block	SKN-1 block	DNMT1 block	Tb MetRS inh	NRP1-CendR mod
COc1ccccc1NC(=O)Cn1cncc1-c1ccc([N+](=O)[O-])cc1	-0.1	6.2	i	0.0	-21.6	-1.3	-7.0	-11.4	-1.2	2.8
Cc1ccc(OCc2nnc(N)s2)cc1C	-0.8	-1.4	i	-12.8	1.4	2.5	-22.1	1.0	-0.6	8.1
O=C(NCc1ccccc1Cl)C(=O)c1c[nH]c2ccccc12	-0.5	-1.4	i	-3.4	0.1	0.3	5.6	-3.6	0.3	-3.4
COC(=O)Cc1c(O)ccn(Cc2cccc3ccccc23)c1=O	-0.3	-0.7	i	-4.7	10.0	-0.3	-9.5	-0.2	0.4	3.2
Nc1ccnc(C(F)(F)F)c1C(=O)c1ccccc1	-1.2	-5.1	i	-1.6	-0.4	-6.5	1.0	-2.3	-1.3	8.8
O=Cc1c(NCCN2CCOCC2)c2ccccc2[nH]c1=O	-6.4	-2.6	i	-8.6	3.8	1.1	16.2	0.4	-0.1	-13.4
CCn1c(SCC(=O)Nc2ccc3[nH]c(=O)[nH]c3c2)nnc1-c1ccccc1	-0.6	0.9	i	-4.1	4.4	-0.7	-6.8	4.3	-0.6	-6.5
O=C(O)c1ccc(S(=O)(=O)c2ccc3c(c2)C(=O)N(c2ccc(O)cc2)C3=O)cc1	0.0	-8.2	i	0.2	-13.9	-0.5	-12.8	1.2	0.4	2.7
O=C(CN(Cc1ccccc1)C(=O)c1ccco1)NCc1ccc(F)cc1	-2.3	-1.6	i	-6.1	0.5	-1.2	-28.6	3.7	-0.8	-0.8
COc1ccc(NC(=O)C(=O)N/N=C/c2cc(C)n(-c3cccc(Cl)c3Cl)c2C)c(OC)c1	3.8	35.7*	i	-4.6	7.2	-2.0	-6.5	-6.4	-0.6	-10.1
CCOC(=O)c1cc(NC(=O)N(C(C)C)C2CCCCC2)c(C)nc1C	-1.3	-0.6	i	4.2	19.3	-3.3	-3.1	-1.1	-1.7	9.4
O=C(NNc1ccccc1)C(CCO)C(=O)NNc1ccccc1	-0.1	-4.7	i	-10.7	-0.9	-4.3	2.8	0.4	0.3	2.9
Cc1ccc(S(=O)(=O)N2CCCN(C(=O)CNC(=O)c3cccc(C)c3)CC2)cc1	-0.6	-1.6	i	-1.1	-2.4	1.4	11.9	-0.5	-0.1	-1.1
CN(C(=O)c1cccc(NC(=O)Cc2cccc(NC(=O)C3CCN(C(=O)C4CCC4)CC3)c2)c1)C1CCC1	0.5	5.3	i	4.1	-1.6	1.9	10.3	-0.6	0.3	0.8
CC(C)C1COS(=O)(=O)NC1CC(=O)SC(C)(C)C (centres undefined)	-0.5	2.4	i	2.6	-6.2	-1.1	5.5	21.6	-0.5	14.4
Cc1ccc(S(=O)(=O)n2nc(C)c(C#N)c2N)cc1	-1.8	1.1	i	-7.3	0.2	0.3	9.9	1.6	-0.1	-8.7
CCOC(=O)C1CCN(C(c2ccccn2)c2c(C)[nH]c3ccccc23)CC1 (centres undefined)	0.8	-2.7	i	3.8	0.7	6.3	14.0	-3.3	-0.1	-9.1
